# HSP90 refold inh – HSP90 refolding inhibition in rabbit reticulocyte lysate; inhibition, % at 5.6 µM; 0.91% of 290,000 active; luciferase refolding luminescence, 3 h; AID 1789;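 active = inhibition above the screen-wide mean plus 3 SD, computed separately per campaign, cut at about 16% in these data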;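 note: 0% = DMSO wells and 100% = 60 µM geldanamycin wells; inhibitors lower the luminescence because luciferase stays unfolded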
# GSK3 alpha inh – human GSK-3 alpha kinase inhibition. P49840. ADP-Glo luminescence, 60 min. inhibition, % at 10 µM. 0.1% of 320,000 active. AID 2650;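 in the data active = inhibition above about 50%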;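 note: GST-tagged GSK-3 alpha with peptide substrate and 25 µM ATP; 0% = DMSO neutral wells and 100% = GW8510 positive control wells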
# Target sequence (P49840 whole entry, looked up): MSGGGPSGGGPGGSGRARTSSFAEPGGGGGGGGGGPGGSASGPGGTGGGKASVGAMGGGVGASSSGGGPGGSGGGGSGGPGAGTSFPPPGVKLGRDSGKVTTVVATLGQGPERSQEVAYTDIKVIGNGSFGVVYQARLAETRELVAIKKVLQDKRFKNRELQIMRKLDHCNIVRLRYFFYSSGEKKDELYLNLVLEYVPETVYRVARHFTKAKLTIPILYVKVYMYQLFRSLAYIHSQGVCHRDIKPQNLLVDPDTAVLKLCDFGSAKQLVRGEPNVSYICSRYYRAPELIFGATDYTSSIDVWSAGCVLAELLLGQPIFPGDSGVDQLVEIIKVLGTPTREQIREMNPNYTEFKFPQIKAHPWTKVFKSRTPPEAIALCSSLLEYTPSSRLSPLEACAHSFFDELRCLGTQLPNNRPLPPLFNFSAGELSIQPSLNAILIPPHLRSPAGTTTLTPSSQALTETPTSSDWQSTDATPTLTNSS
# aSyn 5UTR inh – 5' untranslated region of α-synuclein, MLPCN primary screen. AID 1813. alpha-synuclein 5'UTR reporter, inhibitor activity. 0.82% of 300,000 active. inhibition, % (tested at 7.5 µM); in the data active = inhibition above about 60%;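 note: H4 neuroglioblastoma cells stably carrying SNCA 5'UTR luciferase fusion; 0% = DMSO wells and 100% = positive control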
# KLF5 inh – kruppel-like factor 5 inhibition; inhibition, % at 5 µM; DLD-1 KLF5 promoter-luciferase reporter, luminescence; 0.23% of 290,000 active;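 active = inhibition above a per-plate limit of that plate's mean compound inhibition plus 3 SD, cut at about 60% in these data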;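 note: 0% = DMSO wells and 100% = LY294002 at 200 µM; higher means less KLF5 promoter-driven luciferase light; inactives centre near -14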
# AI-2 QS mod – Vibrio harveyi AI-2 quorum sensing modulation. Vibrio harveyi JMH597 AI-2 luminescence/OD600 ratio, 9 h; active compounds read low; strain lacks LuxN and CqsS sensors; 0 = neutral-control median. AID 2094. activity change, % at 7.5 µM. 0.4% of 300,000 active; in the data active = activity change below about -75%, passing the limit was not always enough;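 note: luminescence divided by OD600 gain over 9 h not by final OD600 alone; inactives centre near 13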
# IEC-6 tox – kills IEC-6 intestinal cells in KLF5 counter-screen | IEC-6 cytotoxicity, luminescence viability | 0.78% of 290,000 active | inhibition, % at 5 µM; in the data active = inhibition above about 22%;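 note: 0% = plate median of test compound wells and 100% = cytotoxic reference compound wells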
# GSK3B inh – inhibitors of human GSK3beta kinase; GST-GSK3beta kinase, ADP-Glo luminescence, 60 min; active compounds read low; 0.038% of 300,000 active; activity score (negative = inhibition), % at 10 µM;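 active = more than half of replicate wells score below -50%, meaning over 50% inhibition versus plate controls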;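 note: 0% = median DMSO wells and -100% = median GW8510 positive control wells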
# Target sequence (P49841 whole entry, looked up): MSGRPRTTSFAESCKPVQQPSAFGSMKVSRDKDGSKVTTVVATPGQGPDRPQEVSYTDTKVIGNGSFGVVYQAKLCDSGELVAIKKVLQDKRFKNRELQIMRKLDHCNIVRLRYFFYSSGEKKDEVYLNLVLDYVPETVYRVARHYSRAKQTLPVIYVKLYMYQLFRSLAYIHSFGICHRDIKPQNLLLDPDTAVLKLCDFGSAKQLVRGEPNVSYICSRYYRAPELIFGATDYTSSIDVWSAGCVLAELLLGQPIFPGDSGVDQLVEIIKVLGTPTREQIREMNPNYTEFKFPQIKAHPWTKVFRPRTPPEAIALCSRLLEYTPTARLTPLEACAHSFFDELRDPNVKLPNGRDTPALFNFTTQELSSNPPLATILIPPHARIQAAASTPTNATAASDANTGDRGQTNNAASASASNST
#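 Assay system: GST-tagged human GSK3beta kinase, cell-free; Input: 1.6 ng GSK3beta; Medium: Tris/MgCl2 kinase buffer; Timing: 60 min enzyme reaction, room temperature; Signal: ADP-Glo luminescence quantifying ADP generated by kinase; Evaluation: score relative to plate controls; Benchmarks: DMSO neutral wells and GW8510 at 20 µM as positive.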
# HSF1 activator – increases HSF-1 driven luciferase reporter signal; NIH3T3-HGL HSF-1 luciferase reporter, MG132, 8 h; 100% = twice DMSO control signal; activation, % at 9 µM; 1.7% of 300,000 active; AID 504408;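 active = mean replicate activation of at least 50% with a set share of replicates each reaching 50%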;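 note: 0% = median of the neutral control wells and 100% = twice that signal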
# HIF act – HIF pathway transcriptional activation; activation, % at 7.5 µM (by protocol); 0.32% of 300,000 active; U2OS HRE-luciferase reporter, luminescence; normalized: DMSO 0%, desferrioxamine 100%;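 active = mean activation of at least 10% of the iron chelator positive control signal, with at least half of replicates also reaching 10%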
# HSF1 inh – HSF1 inhibition; NIH3T3-HGL HSE-luciferase, MG132-induced, luminescence 8 h; active compounds read low; 0.77% of 300,000 active; activity change, negative = inhibition, % at 7.5 µM (by protocol);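 active = more than half of replicate wells show activity change below -50%, luminescence cut by over half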;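 note: luciferase reports HSF-1 transcriptional activity via heat shock element; 0% = median of DMSO wells and -100% = zero luminescence signal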
# * marks the source's active call; other numbers are inactive results; . = not tested or not shown.
SMILES,HSP90 refold inh,GSK3 alpha inh,aSyn 5UTR inh,KLF5 inh,AI-2 QS mod,IEC-6 tox,GSK3B inh,HSF1 activator,HIF act,HSF1 inh
CCc1c(C)nc2ncnn2c1NCCc1ccccc1,-2,-4,-5,-16,-1,0,-4,11,-0.1,-13
COc1ccc(NC(=S)N2CCN(C(c3ccccc3)c3ccccc3)CC2)cc1OC,-1,-1,-3,3,20,10,-4,-6,0.4,-1
Cc1c(C)c2c(OCC(=O)N[C@@H](C)C(=O)O)cc3c(c2oc1=O)CCC(C)(C)O3,2,2,-15,-26,11,2,2,17,1.0,-5
Cc1cc(OCCN2CCOCC2)ccc1C(C)C,1,-2,-35,-50,20,3,4,23,-0.7,1
CCOc1ccc2nc(NC(=S)N(C)C)sc2c1,10,.,-82,-182,7,2,3,32,-0.4,13
COc1ccc(NC(=O)c2cc(S(=O)(=O)N3CCCCC3)c[nH]2)cc1,0,4,5,-14,2,12,-4,-4,0.0,-3
CC(=O)N1CCc2cc(S(=O)(=O)CCC(=O)N3CCN(c4ccccc4)CC3)ccc21,-5,-1,17,-23,16,-6,3,5,0.3,-4
CCCCNS(=O)(=O)c1cccc(S(=O)(=O)N2CCCC2)c1,4,1,.,-17,14,-4,-3,.,.,.
O=c1sc(/C=N/Nc2ccccc2)c(Cl)n1Cc1ccccc1,3,.,-84,19,7,6,-2,149*,-0.2,119
O=C(C1=C(O)C(=O)N(Cc2ccco2)C1c1cccnc1)c1cc2ccccc2o1 (stereo unspecified),-6,0,3,-13,14,-5,3,-10,0.0,-6
Cc1cccc(CS(=O)(=O)Cc2ccc(C(=O)NCc3cccnc3)o2)c1,4,-6,10,6,9,-2,-1,5,-0.2,4
COc1cc(/C=C(/C#N)c2ccc(F)cc2)ccc1Oc1ccc([N+](=O)[O-])cn1,-3,-2,29,-3,-1,-8,-2,-4,0.0,-7
O=C(Nc1ccc2c(c1)CCC2)c1ccc(Br)o1,5,3,-157,-156,27,7,0,39,3.5,21
O=C(CCN1C(=O)S/C(=C\c2ccc(Cl)cc2)C1=O)Nc1ccc(C(=O)O)cc1,-2,-1,-5,-35,13,-4,-1,6,0.2,0
COC(=O)c1cccc(N2C(=O)c3cccnc3C2=O)c1,-5,-3,1,-5,1,-3,6,0,-0.2,-5
O=[N+]([O-])c1ccccc1OCCNCc1ccccc1,-2,1,-34,-4,3,6,1,13,-1.0,4
COc1ccc(OC)c(-n2c(-c3cc(-c4ccccc4)n[nH]3)n[nH]c2=S)c1,6,2,-6,-20,4,11,1,-33,0.2,-11
COC(=O)c1ccc(NC(=O)C2CC2)o1,0,-2,10,-23,2,-3,2,-14,-0.5,0
Nc1cccc2nsnc12,0,7,4,-7,21,-4,3,12,0.0,-4
Cc1nnc(SCCn2c(N3CCC(Cc4ccccc4)CC3)nc3c2c(=O)[nH]c(=O)n3C)s1,-1,0,2,0,16,-7,1,-8,-0.3,10
O=C(CC(=O)c1ccccc1)Nc1ccc2c(c1)OCCO2,0,-1,-119,-100,1,-5,-1,54*,2.4,28
COc1cccc(OC)c1C(=O)N1CC(C)OC(C)C1 (stereo unspecified),-1,1,18,7,17,2,2,10,-0.5,-7
CCN(CC)S(=O)(=O)c1cccc(NC(=O)c2ccc(SC)cc2OC)c1,3,0,-2,-14,1,8,3,-3,-0.2,1
COc1ccc(N(CC(=O)NC2CCCCC2)C(=O)c2snc(C(N)=O)c2N)cc1,-3,-1,-23,-5,15,-2,-2,2,0.5,6
CCCCN(C(=O)c1ccc(C)c(S(=O)(=O)N2CCOCC2)c1)c1c(N)n(CCCC)c(=O)[nH]c1=O,.,-1,-7,.,10,.,-1,3,-1.5,-7
CCCCc1nc2sc3c(SCC(=O)NCc4ccco4)ncnc3c2c2c1CCC2,-1,-1,-32,-9,3,1,0,12,0.2,7
Clc1ccc(Cc2nc(-c3cccnc3)no2)cc1,-1,1,-36,-11,-31,-4,0,7,0.3,3
CNC(=O)C(=O)NCCCN1CCOCC1,1,-1,-5,-10,4,1,0,-3,0.1,0
CCOc1ccc(N2C(=O)c3cccnc3C2Nc2ccc(C)c(C)c2)cc1 (stereo unspecified),0,-1,21,7,18,-1,3,2,0.3,6
Cc1nc2ccccc2c2c1C(=O)N(C(C)C)C2=O,-2,-4,-17,-21,1,0,0,-5,-0.2,-4
Clc1ccc(Nc2nc(-c3cccs3)cs2)nc1,7,-1,-244,-81,20,7,0,26,0.9,15
Cc1nc(-c2ccc(F)cc2)c(CC(=O)N(C)CC(=O)Nc2ccccc2Cl)s1,.,0,-18,.,11,.,1,-7,-1.5,-11
COc1cccc(NC(=O)CN(C)C(=O)c2cn(-c3ccccc3)nc2-c2cccs2)c1,.,-1,-7,.,16,.,2,12,-0.4,6
COc1ccccc1C(=O)NCCC(=O)NNC(=O)Cn1ccc(C(F)(F)F)n1,.,-2,13,.,11,.,2,-82,-8.0,-77*
CCC(C)(C)n1nnnc1C(C(C)C)N(CCN1CCOCC1)Cc1cc2cccc(C)c2[nH]c1=O (stereo unspecified),3,1,-8,-11,3,2,3,1,-0.2,1
CCOC(=O)N/N=C\c1ccc(OC/C=C/c2ccccc2)cc1,-2,1,-73,-40,33,-5,-1,8,2.2,2
O=C(OCCNC(=O)c1cc2ccccc2oc1=O)c1cccnc1,3,0,3,-42,19,0,1,-8,-0.7,7
O=S(=O)(c1ccccc1)N1C2CCC1CC(O)(c1cccnc1)C2 (stereo unspecified),-3,2,4,-75,-4,1,1,-4,-4.0,-5
O=S(Cc1cc(Oc2ccccc2)nc(-c2ccccc2)n1)c1ccccc1 (stereo unspecified),-1,1,-1,-25,16,-2,-6,12,0.0,8
CCOC(=O)n1c(=O)oc2cc(S(=O)(=O)N3CCOCC3)ccc21,3,-1,2,2,12,-3,1,-2,-0.2,-6
COc1ccccc1OCC(=O)OCC(=O)Nc1sccc1C(N)=O,-1,2,-5,-40,-1,6,-7,2,0.0,-2
COc1cc(/C=C2\CCc3c2nc2ccccc2c3C(=O)O)cc(OC)c1OC,1,4,-3,-26,19,-1,5,22,1.1,7
CCOC(=O)c1c(CSC(=N)N)n(C)c2cc(Br)c(OC(C)=O)cc12,1,5,1,-14,25,24*,0,4,2.1,-13
Cc1cccc2nc(-c3cccc(NC(=O)Cc4ccccc4)c3)cn12,1,0,-31,-11,1,2,-4,29,.,8
Cc1nc(SCC(=O)c2ccc(F)cc2)n[nH]1,-1,2,-2,3,7,-3,2,-7,0.1,8

# Quoted from above for reference:
SMILES,HSP90 refold inh,GSK3 alpha inh,aSyn 5UTR inh,KLF5 inh,AI-2 QS mod,IEC-6 tox,GSK3B inh,HSF1 activator,HIF act,HSF1 inh
Cc1cccc2nc(-c3cccc(NC(=O)Cc4ccccc4)c3)cn12,1,0,-31,-11,1,2,-4,29,.,8
Cc1nc(SCC(=O)c2ccc(F)cc2)n[nH]1,-1,2,-2,3,7,-3,2,-7,0.1,8

# Structural class, the compounds so far with a furan ring, fused or not (5)
SMILES,HSP90 refold inh,GSK3 alpha inh,aSyn 5UTR inh,KLF5 inh,AI-2 QS mod,IEC-6 tox,GSK3B inh,HSF1 activator,HIF act,HSF1 inh
O=C(C1=C(O)C(=O)N(Cc2ccco2)C1c1cccnc1)c1cc2ccccc2o1 (stereo unspecified),-6,0,3,-13,14,-5,3,-10,0.0,-6
Cc1cccc(CS(=O)(=O)Cc2ccc(C(=O)NCc3cccnc3)o2)c1,4,-6,10,6,9,-2,-1,5,-0.2,4
O=C(Nc1ccc2c(c1)CCC2)c1ccc(Br)o1,5,3,-157,-156,27,7,0,39,3.5,21
COC(=O)c1ccc(NC(=O)C2CC2)o1,0,-2,10,-23,2,-3,2,-14,-0.5,0
CCCCc1nc2sc3c(SCC(=O)NCc4ccco4)ncnc3c2c2c1CCC2,-1,-1,-32,-9,3,1,0,12,0.2,7

# (listing goes on)
SMILES,HSP90 refold inh,GSK3 alpha inh,aSyn 5UTR inh,KLF5 inh,AI-2 QS mod,IEC-6 tox,GSK3B inh,HSF1 activator,HIF act,HSF1 inh
CC(=O)N1CCn2c3c(c(=O)c4cc(C)ccc42)CCC31 (stereo unspecified),-3,0,-1,-4,31,0,-2,17,-1.0,2
Cc1ccc(N(C(=O)C2CCC(=O)N2)C2(C(=O)NC3CCCCC3)CCCCC2)cc1 (stereo unspecified),0,0,5,-16,.,-5,.,-9,-0.3,-5
Cc1ccccc1N(CC(=O)NC1CCCC1)C(=O)CS(=O)CC(=O)Nc1ccc2c(c1)OCO2 (stereo unspecified),1,0,15,-58,.,-5,.,4,-0.8,-4
CCC(C)NCCCCOc1ccc(C)cc1[N+](=O)[O-] (stereo unspecified),1,0,-10,-16,7,6,8,-2,0.1,-1
COc1ccccc1NS(=O)(=O)c1cc(Cl)ccc1OC,3,-2,9,4,-6,6,-1,-1,2.6,-2
O=C(CSc1nc(-c2ccco2)cc(C(F)(F)F)n1)N1CCN(Cc2ccccc2)CC1,4,-1,-1,-10,12,4,4,9,-0.4,-2
Cc1ccc(C)c(NC(=S)NCCc2ccc(S(N)(=O)=O)cc2)c1,1,0,8,-7,40,-9,8,-1,-0.1,-3
COCCn1c(=NC(=O)CSCC(=O)NC2CCCCC2)sc2cc(OC)ccc21,-3,-2,.,-11,.,0,.,.,.,.
Cc1nc2ccc(C(=O)NCc3ccc4c(c3)OCO4)cc2s1,5,1,-42,-27,-5,9,1,22,0.9,2
CC(C)(C)NC(=O)/C(=C\c1ccc(Br)cc1)NC(=O)c1cccs1,0,-5,13,-18,-1,-8,0,29,0.1,11
COc1ccc(C(=O)/C=C2/c3ccccc3CC(C)(C)N2C)cc1,-3,0,-19,4,11,13,-2,8,1.9,8
Cc1cc(C)n(-c2ccc(-n3ccnc3)nn2)n1,2,-2,-22,-20,2,10,1,-3,-0.6,-1
COc1ccc(S(=O)(=O)n2cnc3ccccc32)cc1OC,-3,-1,-7,-15,9,-4,-1,-18,-0.7,-2

# Some of these compounds in order of number of heavy atoms, low to high:
SMILES,HSP90 refold inh,GSK3 alpha inh,aSyn 5UTR inh,KLF5 inh,AI-2 QS mod,IEC-6 tox,GSK3B inh,HSF1 activator,HIF act,HSF1 inh
CC(=O)N1CCn2c3c(c(=O)c4cc(C)ccc42)CCC31 (stereo unspecified),-3,0,-1,-4,31,0,-2,17,-1.0,2
COc1ccc(S(=O)(=O)n2cnc3ccccc32)cc1OC,-3,-1,-7,-15,9,-4,-1,-18,-0.7,-2
Cc1nc2ccc(C(=O)NCc3ccc4c(c3)OCO4)cc2s1,5,1,-42,-27,-5,9,1,22,0.9,2
Cc1ccc(C)c(NC(=S)NCCc2ccc(S(N)(=O)=O)cc2)c1,1,0,8,-7,40,-9,8,-1,-0.1,-3
Cc1ccc(N(C(=O)C2CCC(=O)N2)C2(C(=O)NC3CCCCC3)CCCCC2)cc1 (stereo unspecified),0,0,5,-16,.,-5,.,-9,-0.3,-5
Cc1ccccc1N(CC(=O)NC1CCCC1)C(=O)CS(=O)CC(=O)Nc1ccc2c(c1)OCO2 (stereo unspecified),1,0,15,-58,.,-5,.,4,-0.8,-4

# Source: PubChem
